Bioassay records (PubChem)
Peg3 imprint = qHTS Assay for Compounds that Induce Erasure of Genomic Imprints. AID 1948, 2009. mouse ES Peg3-LacZ reporter, beta-gal luminescence, 40 h. 0.02% of 110,000 active. Potency, µM (highest dose often 60.7 µM), without a hit: at the top dose activity change, positive = activation, actives largely listed as activators;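 also: 0% = negative control wells on the plate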
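Imprint erasure is scored as LacZ activity from the silenced maternal Peg3 allele in feeder-free female ES cells cultured 40 h with LIF. Luminescence is normalized to in-plate negative controls and fitted to the Hill equation.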
p53ts 39C tox = qHTS Screen for Compounds that Selectively Target Cancer Cells with p53 Mutations: Cytotoxicity of p53ts Cells at the Nonpermissive Temperature. 1.5% of 130,000 active. H1299-p53A138V viability at 39C, ATP luminescence, 24 h. Potency, µM (titrated, usually from 46.1 µM), for the others: at the top dose activity change, negative = cell killing, hits mostly cytotoxic. AID 902, 2007; also: nearly all actives have a fitted effect of over 55% in size
p53ts 32C tox = qHTS Screen for Compounds that Selectively Target Cancer Cells with p53 Mutations: Cytotoxicity of p53ts Cells at the Permissive Temperature; H1299-p53A138V at 32C, ATP luminescence viability, 24 h; Potency, µM (titrated, usually from 46.1 µM), inactives show at the highest dose activity change, negative = cytotoxicity, hits mostly cytotoxic; 0.93% of 130,000 active; AID 924, 2007;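 also: 0% = DMSO and -100% = full killing by reference compound; nearly all actives have a fitted effect of over 55% in size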
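ATP-content luminescence (ATPlite) read-out after 24 h compound exposure at 32C in H1299-p53A138V cells (600/well). Tested up to 46 uM. Normalized to DMSO (0%) and 100 uM tamoxifen (100% killing); Hill-fit AC50.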
IkB signaling = IkB Signaling | ABC-DLBCL IkBa-CBG/CBR dual luciferase ratio, 4 h; response scale: scaled: untreated 0%, proteasome inhibitor 100% | Potency, µM (highest dose often 57.1 µM), for the others: at the highest dose IkBa stabilization activation | 0.04% of 110,000 active | AID 445, 2006; active = well fitted curve in the direction sought with a large enough effect in the signal ratio, not every such curve was filed as active; inconclusive = small, poorly fitted or top-dose-only effect, or a change in a side signal; the % refers to the signal ratio;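 also: the direction sought is a rising ratio; 0% = basal untreated cells and 100% = reference inhibitor full response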
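In this assay, an IκBα–CBG68 fusion accumulates when IKK-driven degradation is blocked; native CBR normalizes for cell number. OCI-Ly3 cells were treated 4 h with compound and doxycycline, then green and red light read after Chroma-Glo addition.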
The depositor's hits bear a star; ? = inconclusive; nt = no result given; [ ] = another dose, or the depositor's remark. Unless noted, calls follow the shape of the dose curve; as a rule, active = well fitted curve in the direction sought with a large enough effect; inconclusive = small, poorly fitted or top-dose-only effect, or another doubt; inactive = no such curve, though single readings can be large; an effect the other way counts as inactive or inconclusive. Unless noted, % is scaled to controls: 0 for no effect and ±100 for the full control effect; potency is read from the fitted curve at half-maximal effect.

SMILES	Peg3 imprint	p53ts 39C tox	p53ts 32C tox	IkB signaling
COCCCNC(=O)c1ccc(N2CCCC2)c(NS(=O)(=O)c2ccc(C)cc2)c1	-14%	-4%	-15%	7.8%
Cn1nnc2cc(NC(=O)N3CCN(c4ccccn4)CC3)ccc21	-10%	10%	11%	1.7%
O=C(O)CCC(=O)c1ccc2c(c1)OCCO2	-9%	1%	-1%	1.9%
CC(=O)Nc1sc2c(c1C(=O)N1CCOCC1)CCCCC2	-4%	12%	3%	1.0%
COc1cccc(-n2c(Cc3cc(=O)[nH]c(=O)[nH]3)nnc2SCC(=O)N2CCCC2)c1	-5%	-6%	2%	-2.0%
COCCn1c(=N)c(C(=O)NCc2ccco2)cc2c(=O)n3ccccc3nc21	-7%	4%	-3%	1.0%
COC(=O)Nc1nnc(-c2ccccc2Cl)s1	?	13µM*	10µM*	-1.4%
COC(=O)C1=C(C)N(CC2CCCO2)C(=O)C1 (configuration not stated)	-5%	1%	1%	-0.2%
CCCC(c1nnnn1CC(=O)OCC)N(Cc1cc2ccc(C)cc2[nH]c1=O)C1CCCC1 (configuration not stated)	-12%	-2%	-16%	1.5%
C[N+](C)(C)CCN(Cc1cccs1)c1ccccn1	-8%[10.9 µM]	-2%[9.22 µM]	23%[9.22 µM]	2.7%[11.4 µM]
Cc1[nH]c(=O)[nH]c(=O)c1S(=O)(=O)N1CCN(c2ccccc2Cl)CC1	-2%[10.9 µM]	14%	13%	-0.8%
CCCNC(=O)c1ccc2c(c1)N(Cc1cccc(C)c1)C(=O)c1ccccc1S2	-10%[10.9 µM]	-14%	7%	?
COc1cc(CNCCSc2nnnn2C)cc(Cl)c1OCc1ccccc1	-11%[10.9 µM]	3%	-8%	?
CCCc1[nH][nH]c(=O)c1C(c1ccc(Cl)cc1)C(C#N)C#N (configuration not stated)	nt	8%	-13%	nt
CCOC(=O)C(C)C1(O)c2ccccc2-c2ncccc21 (configuration not stated)	1%	6%	7%	0.3%
CC(NC(=O)Cc1ccsc1)c1ccc(S(N)(=O)=O)cc1 (configuration not stated)	3%	-4%	3%	-0.3%
Cc1c(Cl)cccc1N(CC(=O)N1CCCCCC1)S(C)(=O)=O	-10%	1%	-4%	-0.3%
C=CCC(=O)OCC(=O)Nc1ccc(Oc2ccccc2)cc1	-4%	7%	-1%	?
O=C(C1CCC(CNc2c(N3CCCCC3)c(=O)c2=O)CC1)N1CCN(c2ccccn2)CC1 (configuration not stated)	0%	-1%	3%	-3.3%
Cc1cc(=O)n2nc(N(C)CC(=O)NCc3cccc(Br)c3)sc2n1	3%[10.9 µM]	12%	2%	0.2%
COc1ccc(OC)c(CCNC(=O)CC2Oc3ccc(C)cc3NC2=O)c1 (configuration not stated)	0%	3%	10%	-1.7%
CCOc1ccccc1N(CC(=O)OC)S(=O)(=O)c1ccccc1	-9%	3%	-2%	-1.0%
COc1ccccc1NC(=O)c1ccc(Cl)c(S(=O)(=O)N2CCOCC2)c1	-14%	-2%	-2%	-0.2%
O=C(NC1CCCCC1)c1cc2nc3c(c(C(F)(F)F)n2n1)CCCC3	-10%	-10%	-12%	-0.8%
COc1ccc(NC(=O)Cn2c(C)cc(=O)c3cccc(OC)c32)cc1	-8%	4%	-9%	0.4%
CCc1ccc(Cn2c(CNS(=O)(=O)c3ccc(Cl)s3)nc3cccnc32)cc1	-11%[10.9 µM]	-19%	3%	-1.8%
COC(=O)N1CCC2(CC1)CCN(c1ccccc1)CC2	nt	8%	-3%	0.1%[11.4 µM]
O=C(NCc1ccccn1)c1n[nH]c2ccccc12	-7%	-4%	-16%	2.2%
O=C(O)CC(C(=O)O)n1nc(-c2ccccc2)cc1-c1ccccc1 (configuration not stated)	-4%	4%	1%	-2.9%
COc1cccc(Cn2c(=O)c(-c3cccs3)nc3cnc(N(C)C)nc32)c1	-6%	4%	10%	0.7%[11.4 µM]
COc1ccc(CNc2ccnc(-c3ccc4c(c3)OCO4)n2)c(OC)c1	?	-24%	15%	3.8%[11.4 µM]
Cc1ccc(-c2nc3cc(NC(=O)c4cc5ccccc5o4)ccc3o2)cc1	-10%[10.9 µM]	5%	11%	-1.8%
Cc1ccc(NC(=O)c2oc3ccc(S(=O)(=O)N4CCC5(CC4)OCCO5)cc3c2C)c(C)c1	-13%[10.9 µM]	-16%	2%	?
CCC(=O)N1CCc2cc(S(=O)(=O)CCC(=O)NCc3ccc(F)cc3)ccc21	?	26%	9%	-3.3%
COc1cc(C(=O)Nc2ccc(-c3cc(C(F)(F)F)nn3-c3ccccc3)cc2)cc(OC)c1OC	-22%[10.9 µM]	22%	-7%	0.0%
COc1ccc(Cl)cc1NC(=O)Cn1c(=O)n(CCCC(=O)NCCc2ccc(OC)c(OC)c2)c(=O)c2ccccc21	-9%[10.9 µM]	?	-19%	?
COC(=O)c1cn(NC(=O)c2cccnc2)c(=O)c2ccccc12	-1%	9%	-3%	2.1%
CCC(C)NCC(O)COCc1ccc(Cl)cc1 (configuration not stated)	-18%	-1%	-29%	-1.4%
CC1CCN(C(=O)Cn2cc(C(=O)c3ccco3)c3ccccc32)CC1	-4%	5%	6%	2.0%
CNS(=O)(=O)c1ccccc1C(=N)c1ccccc1	-4%[10.9 µM]	-9%[9.22 µM]	3%[9.22 µM]	0.9%[11.4 µM]
O=C(CNc1cccc2ccccc12)N/N=C/c1ccc([N+](=O)[O-])cc1	nt	-16%	3%	nt
COc1ccccc1CNC(=O)Cc1csc2nc(-c3ccc(Cl)cc3)cn12	-9%[10.9 µM]	-26%	-6%	?
CC(C)(C)C1CCC2(CC1)C(Nc1cccc(C(F)(F)F)c1)=NC(=S)N2CC#N (configuration not stated)	nt	-2%	-3%	nt
Cc1ccc(N2CC(NC(=O)c3ccco3)CC2=O)cc1 (configuration not stated)	6%[10.9 µM]	-4%	-6%	1.3%
COc1ccc(CN2CCC(C(=O)N3CCN(c4ccccc4F)CC3)CC2)cc1OC	-16%	9%	-8%	5.0%
CCc1ccc2ncc3c(-c4ccc(F)cc4)nn(CC(=O)NC4CCCCC4)c3c2c1	-6%[10.9 µM]	-2%	4%	1.3%
COC(=O)C1=C(C)NC(=O)C1(NC(=O)c1ccc(Cl)cc1)C(F)(F)F (configuration not stated)	-7%[10.9 µM]	-8%	9%	5.9%
COc1ccc(-c2nc3sc(CCNC(=O)c4cc(OC)c(OC)c(OC)c4)c(C)n3n2)cc1	-58%[inhibitor][10.9 µM]	6%	-11%	?
COc1ccccc1Nc1nc(C)nc(N)c1S(=O)(=O)c1ccccc1	-19%[10.9 µM]	16%	10%	2.1%
COC(=O)c1cc(OC)c(OC)cc1NC(=O)Cn1nnc(-c2ccccc2Cl)n1	-7%	-3%	2%	-0.7%
Cc1nc2ccccc2c(=O)n1NC(=O)c1ccccc1Cl	20%	-5%	2%	2.3%
Cc1cc(-c2ccc(C)c(S(=O)(=O)NCCc3ccccc3)c2)on1	-10%[10.9 µM]	-10%	17%	1.6%
COc1ccc(N2CC(c3nc(-c4ccccc4C)no3)CC2=O)cc1Cl (configuration not stated)	-6%[10.9 µM]	-20%	2%	3.1%
COc1ccc(N(C)C(=O)c2cc3c(Cl)nc4ccccc4c3s2)cc1	nt	11%	23%	nt
O=C(CC1SCCNC1=O)Nc1cccc(Cl)c1 (configuration not stated)	1%	-11%	3%	-0.3%
Cc1c(O)cc2n(c1=O)-c1ccccc1C2(C)C	nt	14%	2%	nt
NC(=O)c1cc(S(=O)(=O)NC2CCCCC2)co1	0%	-10%	-5%	-0.2%
COc1ccc(NC(=O)Nc2cc(-c3cn4cccnc4n3)ccc2OC)cc1	-10%[10.9 µM]	-16%	-13%	-1.7%
O=C(OCC#CCSc1nnc(-c2cccc3ccccc23)o1)c1cccs1	-18%	-11%	0%	0.6%
CC(C)CN(C(=O)c1cccc(S(=O)(=O)N2CCCCC2)c1)C1CCS(=O)(=O)C1 (configuration not stated)	13%[10.9 µM]	2%	-3%	-0.2%

Exported with two lines to a compound: entries from further up
Results follow in this order: Peg3 imprint, p53ts 39C tox, p53ts 32C tox, IkB signaling
Cc1nc2ccccc2c(=O)n1NC(=O)c1ccccc1Cl
→ 20%, -5%, 2%, 2.3%
Cc1cc(-c2ccc(C)c(S(=O)(=O)NCCc3ccccc3)c2)on1
→ -10%[10.9 µM], -10%, 17%, 1.6%
COc1ccc(N2CC(c3nc(-c4ccccc4C)no3)CC2=O)cc1Cl (configuration not stated)
→ -6%[10.9 µM], -20%, 2%, 3.1%
COc1ccc(N(C)C(=O)c2cc3c(Cl)nc4ccccc4c3s2)cc1
→ nt, 11%, 23%, nt
O=C(CC1SCCNC1=O)Nc1cccc(Cl)c1 (configuration not stated)
→ 1%, -11%, 3%, -0.3%

Three entries drawn at random from those above, as already listed:
SMILES	Peg3 imprint	p53ts 39C tox	p53ts 32C tox	IkB signaling
COC(=O)C1=C(C)NC(=O)C1(NC(=O)c1ccc(Cl)cc1)C(F)(F)F (configuration not stated)	-7%[10.9 µM]	-8%	9%	5.9%
COc1ccc(NC(=O)Nc2cc(-c3cn4cccnc4n3)ccc2OC)cc1	-10%[10.9 µM]	-16%	-13%	-1.7%
Cc1ccc(N2CC(NC(=O)c3ccco3)CC2=O)cc1 (configuration not stated)	6%[10.9 µM]	-4%	-6%	1.3%

(more compounds)
SMILES	Peg3 imprint	p53ts 39C tox	p53ts 32C tox	IkB signaling
Cc1ccc2cc(C#N)c(N3CCN(C)CC3)nc2c1	nt	31%[activator]	-2%	nt
CCn1cc(C(=O)NCCc2ccc(OC)c(OC)c2)c(=O)c2cc(S(=O)(=O)N3CCc4ccccc4C3)ccc21	-9%[10.9 µM]	-3%	6%	-1.0%
CCCCC12CN3CC(C)(CN(C1)C3c1c[nH]c3ccccc13)C2=O (configuration not stated)	-9%[10.9 µM]	-17%	9%	?
Cc1cc(C)cc(NC(=O)C2CCCN2S(=O)(=O)c2cccc3nsnc23)c1 (configuration not stated)	-3%[10.9 µM]	-10%	-5%	-1.0%
Cc1cccc(C)c1NC(=O)Cn1c(=O)n(CC2CCC(C(=O)NCCc3ccccc3)CC2)c(=O)c2ccccc21 (configuration not stated)	14%[10.9 µM]	-13%	5%	?
Cc1ccc(CCNC(=O)C2CCCN(S(=O)(=O)c3c(C)nn(C)c3C)C2)cc1 (configuration not stated)	-11%	10%	2%	-0.8%
COC(=O)CCCn1c(-c2ccc(C)cc2)c(C)n2c3c(=O)n(C)c(=O)n(C)c3nc12	-9%[10.9 µM]	16%	-7%	?
COCCn1c(=O)c(-c2ccc(OC)cc2)nc2cnc(Oc3ccc(OC)cc3)nc21	nt	5%	-6%	-0.3%[11.4 µM]
O=C(CN1C(=O)C2(OCCCO2)c2ccccc21)NCc1ccccc1	-7%	10%	-6%	0.1%
Cc1cc(F)c(F)c(C(=O)N2CCOCC2)c1	nt	30%	12%	nt
CCN(C(=O)C1CCN(S(=O)(=O)c2ccc3c(c2)CCCN3C(=O)C2CCC2)CC1)c1cccc(C)c1	-16%[10.9 µM]	12%	5%	?
Cc1cccc(C)c1OCc1nc2c3cnn(-c4ccccc4F)c3ncn2n1	7%[10.9 µM]	6%	2%	0.1%
COc1ccc(NCc2nnc(SCC(=O)c3ccc(OC)cc3)n2C)cc1	-11%	3%	4%	1.8%
COc1cc(OC)c(C2Nc3ccccc3-c3nnc(SCc4ccccc4)nc3O2)cc1OC (configuration not stated)	-7%[10.9 µM]	2%	4%	93%
Cc1ccc(Nc2nc(N)nc(CC#N)n2)cc1	-32%[inhibitor]	-13%	-13%	-4.2%
O=C(CCn1cnc(-c2ccccc2)c1-c1ccccc1)N/N=C/c1ccccc1O	nt	-26%	-16%	nt
COc1cc(C2C(C#N)=C(N)Oc3cc(N)ccc32)cc(OC)c1OC (configuration not stated)	nt	-14%	-24%	nt
CCc1c(C)sc(NC(=O)c2cc(-c3cccc(Cl)c3)on2)c1C#N	-4%[10.9 µM]	2%	5%	-1.3%
COc1ccc(CCNC(=O)CSCc2n[nH]c(=O)[nH]2)cc1OC	8%	25%	-5%	2.0%
CN1CCN(C(=O)c2cn(C)c3ccc(S(=O)(=O)N(C)C4CCCCC4)cc3c2=O)CC1	-18%	-4%	-1%	0.6%
CCOc1nc(-c2ccccc2)ccc1-c1noc(-c2ccncc2)n1	-4%	1%	-3%	-0.4%
